Source: PubChem BioAssay (several laboratories)
GalR3 antagonist: blocks the human galanin receptor 3. HEK293 GalR3-CNG cAMP membrane potential fluorescence; galR3 body fused to GalR1 C-terminus. 360,000 tested, 0.44% active. O60755. inhibition, % at 3 µM;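 active = inhibition above the screen-wide average plus 3 SD, cut at about 13% in these data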;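 note: forskolin and galanin both at EC90 stimulate the cells; cAMP rise reported by CNG channel membrane potential dye signal; 0% = forskolin plus galanin with DMSO and 100% = forskolin alone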
Target sequence (O60755 1-299 limits assumed): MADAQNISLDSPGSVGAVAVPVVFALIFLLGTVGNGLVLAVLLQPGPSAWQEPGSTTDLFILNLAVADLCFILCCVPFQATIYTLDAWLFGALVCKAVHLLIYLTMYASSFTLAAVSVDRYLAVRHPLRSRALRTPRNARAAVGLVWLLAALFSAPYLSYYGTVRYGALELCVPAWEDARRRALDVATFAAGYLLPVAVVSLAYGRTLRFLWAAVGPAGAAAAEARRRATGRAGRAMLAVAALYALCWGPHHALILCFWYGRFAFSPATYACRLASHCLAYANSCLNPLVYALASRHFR
IMP-1 inhibitor: inhibitors of Pseudomonas aeruginosa IMP-1 metallo-beta-lactamase. AID 1556. 290,000 tested, 0.45% active. purified IMP-1, nitrocefin hydrolysis, epi-absorbance fluorescence. inhibition, % at 5.6 µM;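 active = inhibition above the mean plus 3 SD of all compounds in the same screening run, cut at about 4.5% in these data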;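 note: 0% = IMP-1 with DMSO and 100% = DMSO wells lacking enzyme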
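Test system: recombinant IMP-1 enzyme, purified / Medium: HEPES buffer pH 7.1 with ZnSO4 and Brij 35 / Doses: single dose, 5.6 µM / Times: 25 °C, 15 min preincubation, 25 min reaction / Detection: Epi-absorbance via hydrolysed-nitrocefin quenching of white-plate fluorescence, 480/530 nm, EDTA stop / Evaluation: percent inhibition from optical density relative to buffer-blank wells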
CRFR2-BP antag: antagonists of CRF-binding protein/CRF-R2 receptor complex; HEK293 CRF-R2/CRF-BP, CRF-induced calcium fluorescence; inhibition, % at 11.8 µM; 350,000 tested, 0.59% active;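 active = inhibition of the ligand-induced calcium signal above about 50% at the single tested concentration, limit read from the data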
VIM-2 inhibitor: blocks Pseudomonas aeruginosa VIM-2 metallo-beta-lactamase | 290,000 tested, 0.89% active | inhibition, % at 5.6 µM | purified VIM-2, nitrocefin hydrolysis, epi-absorbance fluorescence;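 active = inhibition above the mean of all tested compounds plus 3 SD, cutoff set per screening run, cut at about 7.5% in these data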;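 note: red hydrolysis product quenches plate fluorescence so inhibitors raise well fluorescence; 0% = enzyme with DMSO and 100% = DMSO without enzyme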
pCIP destab: p/CIP protein destabilization. Q05BA5. F442A p/CIP-EGFP cells, EGFP fluorescence, 16 h. decrease of EGFP signal, % at 10 µM. 290,000 tested, 0.01% active;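 active = EGFP signal decrease of at least 30% at 10 µM or well 3 SD below plate mean, unless failing retest; inactive = the rest, including hits failing retest or dose response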; note: some compounds called inactive have numbers as strong as hits; many of its hits are not listed in these tables
IDE cell activ: activators of human insulin-degrading enzyme in cells; P14735; 340,000 tested, 0.073% active; activation, % at 5.96 µM; HEK cells, FAbeta-B cleavage, fluorescence polarization; 0% vehicle, 100% cell-free pure enzyme wells;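 active = activation above the mean of all tested compounds plus 3 SD, set per screening campaign, cut at about 17% in these data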
SUMO HTRF inh: blocks human SUMOylation mediated by UBC9 | HTRF SUMOylation assay, SAE1/SAE2 + UBC9, in vitro | inhibition, % at 35 µM | 290,000 tested, 0.36% active; in the data active = inhibition above about 50%, passing the limit was not always enough; note: strong numbers were not always called active
Target sequence (P63279 whole entry, looked up): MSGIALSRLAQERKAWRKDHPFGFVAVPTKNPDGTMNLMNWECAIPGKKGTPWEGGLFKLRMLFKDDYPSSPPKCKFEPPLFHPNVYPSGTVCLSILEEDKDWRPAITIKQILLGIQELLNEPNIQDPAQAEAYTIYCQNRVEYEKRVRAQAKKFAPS
IDE cell inh: inhibits human insulin-degrading enzyme in HEK cells. P14735. FAbetaB cleavage, fluorescence polarization. inhibition, % at 5.59 µM. 320,000 tested, 0.41% active. AID 434962;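 active = percent inhibition above the average of all tested compounds plus 3 SD, set per screening campaign, cut at about 16% in these data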;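 note: IDE supplied by intact live HEK cells; FP after avidin binding of uncleaved biotin substrate so inhibition keeps polarization high; 0% = DMSO wells and 100% = 60 µM reference IDE inhibitor Ii1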
HCV NS3 hel inh: HCV NS3 helicase inhibition. NS3 helicase DNA unwinding, Cy5 molecular beacon fluorescence. inhibition, % at 10.9 µM. 290,000 tested, 0.56% active;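 active = inhibition above the mean of all tested compounds plus 3 SD, set per campaign, cut at about 35% in these data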;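 note: 0% = DMSO wells and 100% = thioflavine S control wells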
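System: HCV NS3 helicase fragment; control set: DMSO and thioflavine S; technique: Cy5 fluorescence at 0 and 60 min, beacon hairpin quenching; reagent: beacon DNA duplex substrate plus ATP; replicates: singlicate; schedule: 1 h reaction at 25 °C, ATP-initiated; medium: MOPS buffer pH 6.5 with MgCl2, DTT, Tween20, BSA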
The depositor's hits bear a star; . = no result given.

SMILES	GalR3 antagonist	IMP-1 inhibitor	CRFR2-BP antag	VIM-2 inhibitor	pCIP destab	IDE cell activ	SUMO HTRF inh	IDE cell inh	HCV NS3 hel inh
CCC(C)(C)NC(=O)CN(C(=O)CCC(=O)Nc1nccs1)c1cccc(C)c1C	-10	-2.5	-5	-3.0	13	2	-10	5	-7
COc1ccc2c(Cl)c(C(=O)NCC3CCCO3)sc2c1Cl (stereo unspecified)	.	-3.3	.	-3.3	-9	.	5	3	6
O=S(=O)(Nc1ccc(Cl)cn1)c1ccc2c(c1)OCCO2	-3	.	-2	.	.	3	.	7	.
COC(=O)c1ccc(N2NC(=O)/C(=C/c3cc(OC)c(OC)c(OC)c3)C2=O)cc1	-12	-2.9	0	-4.5	14	-2	-7	-1	-9
CCOC(=O)C1C(=O)CC(C)(O)C(C(=O)OCC)C1c1ccccc1OC (stereo unspecified)	-4	-4.2	7	-1.7	-4	2	7	4	1
O=[N+]([O-])c1cc(C(F)(F)F)ccc1N1CCN(S(=O)(=O)c2ccc3ccccc3c2)CC1	16*	-2.1	-3	-1.9	-32	3	-15	-1	1
Cc1ccc(C)c2sc(NC(=O)c3nc4ccccc4s3)nc12	.	-3.0	9	-1.1	-4	8	12	-1	-7
Cc1c(Cl)ccc2c(C(=O)O)cc(-c3ccccc3)nc12	-5	-0.3	10	-0.6	-14	0	23	-1	-4
O=C(CN1CCOCC1)NNC(=O)c1ccc([N+](=O)[O-])cc1	-7	-2.5	-4	-4.6	-1	7	.	2	5
Cc1c(-c2cccc(Cl)c2)nc2ccccc2c1C(=O)OCC(=O)Nc1ccc2c(c1)OCO2	-10	-4.2	-53	-1.0	-5	-4	-11	17*	-3
Cc1ccc(C)c(NC(=O)C2CC3c4ccccc4C2c2ccccc23)c1 (stereo unspecified)	-3	-1.6	10	-2.4	-5	6	35	-1	4
Clc1ccc2scc(CN3CCCCC3)c2c1	-12	-1.5	-30	-6.1	-8	7	16	6	-12
O=C(Nc1ccc(Oc2ccccc2)cc1)c1ccc(Cn2c(=O)[nH]c3ccsc3c2=O)cc1	.	-2.4	4	-2.5	0	-7	15	6	3
COc1cc2c(=O)n(CCC(=O)NCC3CCCO3)c(=O)n(CC(=O)Nc3ccccc3C)c2cc1OC (stereo unspecified)	-9	-4.7	2	-1.5	18	-6	-4	7	0
CCSc1nc(N2CCOCC2)c2c(c1C#N)CCCC2	-1	-2.0	-6	-3.0	-9	3	7	8	-9
CCN1CCN(C(=S)NC(C)c2ccccc2)CC1 (stereo unspecified)	-3	-4.4	2	-1.6	0	1	6	0	0
COc1cccc(N(CC(=O)Nc2ccccc2C(=O)N2CCCC2)S(C)(=O)=O)c1	-5	-1.3	0	-1.0	-12	2	11	-4	-4
CCOC(=O)N1CCN(C(=O)c2ccccc2NC(=O)c2ccc(F)cc2)CC1	2	-0.9	-13	-1.4	-7	3	10	-1	34
COc1ccc(-c2nnc(NC(=O)Cc3ccccc3)o2)cc1	-8	-0.7	-7	-5.2	10	0	1	-1	2
COc1ccc(/C=C/C(=O)Nc2ccccc2)cc1OC	0	-1.0	-3	-0.5	15	-3	-10	-6	-20
O=C(NCCN1CCOCC1)c1cc(-c2ccccc2)on1	-3	-7.1	-5	-3.7	2	5	18	1	23
Cc1onc(-c2c(Cl)cccc2Cl)c1C(=O)N1CCN(c2ccc(F)cc2)CC1	-7	-2.9	-5	-1.9	-14	-1	13	2	-13
CN(C)c1ccc(CC(=O)c2nc3ccccc3s2)cc1	-5	-2.5	2	-1.8	-7	3	8	4	-1
Cc1cc(-c2n[nH]c(=S)n2/N=C/c2cccc([N+](=O)[O-])c2)n[nH]1	0	-2.8	-5	-2.5	-1	0	9	5	-7
Cc1c(C(=O)N2CCN(c3ccccn3)CC2)oc2c1C(=O)CC(C)(C)C2	1	-1.9	0	-1.8	-6	-5	-5	2	6
CCNS(=O)(=O)c1ccc(CCC(=O)Nc2ccc3c(c2)OCO3)cc1	-7	-5.6	3	-1.9	6	4	5	6	-2
NC(=O)CN1C(=O)NC2(CCCc3sccc32)C1=O (stereo unspecified)	-6	-1.5	10	0.5	-5	3	10	4	16
COC(=O)c1ccccc1NC(=O)COC(=O)[C@H](C)NC(N)=O	6	-4.0	2	-2.9	-23	-1	11	1	3
CC(=O)Nc1ccc(NC(=O)CC(NC(=O)c2ccccc2)c2ccccc2)cc1 (stereo unspecified)	-7	-1.4	-1	-0.5	-12	4	23	5	6
COc1ccc(C(=O)NCC2CCCO2)cc1S(=O)(=O)N1CCCc2ccccc21 (stereo unspecified)	1	3.7	-6	-2.0	-8	4	6	0	-5

Some of the entries so far, bar-delimited.
mol | GalR3 antagonist | IMP-1 inhibitor | CRFR2-BP antag | VIM-2 inhibitor | pCIP destab | IDE cell activ | SUMO HTRF inh | IDE cell inh | HCV NS3 hel inh
CN(C)c1ccc(CC(=O)c2nc3ccccc3s2)cc1 | -5 | -2.5 | 2 | -1.8 | -7 | 3 | 8 | 4 | -1
Cc1c(C(=O)N2CCN(c3ccccn3)CC2)oc2c1C(=O)CC(C)(C)C2 | 1 | -1.9 | 0 | -1.8 | -6 | -5 | -5 | 2 | 6
CCNS(=O)(=O)c1ccc(CCC(=O)Nc2ccc3c(c2)OCO3)cc1 | -7 | -5.6 | 3 | -1.9 | 6 | 4 | 5 | 6 | -2

Next structures follow:
SMILES	GalR3 antagonist	IMP-1 inhibitor	CRFR2-BP antag	VIM-2 inhibitor	pCIP destab	IDE cell activ	SUMO HTRF inh	IDE cell inh	HCV NS3 hel inh
COc1cc(C2CC(=O)C3=C(C2)Nc2ncnn2C3c2cccs2)cc(OC)c1OC (stereo unspecified)	-1	-1.6	-2	-1.4	-14	.	21	8	-5
C/C=C(\C)CN1CCN(c2ccc(C)cc2)CC1	-2	-3.2	12	-2.5	0	6	1	4	0
O=C(COC(=O)/C=C/c1ccccc1[N+](=O)[O-])NC1CC1	0	-2.8	-4	-0.7	2	1	6	7	11
CCS(=O)(=O)c1ncc(Cl)c(C(=O)Nc2ccc(C)cc2)n1	-8	-1.7	22	0.9	-11	1	8	1	13
COc1cc(S(=O)(=O)N2CCN(C(=O)C3CC3)CC2)ccc1NC(C)=O	-4	.	6	.	.	-3	.	9	.
N#Cc1c(-c2cccc([N+](=O)[O-])c2)nc2n(c1=O)CCS2	-8	-1.9	-3	-0.1	-29	-2	19	-4	-5
CCc1ccc(C(=O)NNc2ccc(F)cc2)cc1	0	-1.3	10	0.0	-10	5	11	-2	2
CCc1ccc(-c2cc(C(=O)NCc3ccco3)c3ccccc3n2)s1	-5	-1.5	14	-2.3	-14	1	59*	-1	7
CC(=O)N/N=C(\C)CC(=O)Nc1cccc(C(F)(F)F)c1	-6	-2.6	0	-4.4	2	5	2	3	3
Cc1c(-c2cccc(Cl)c2)nc2ccccc2c1C(=O)NC1CC1	-5	-3.5	10	-4.0	-5	-5	3	.	3
CCOc1c(OC)ccc2c3c(c(=O)oc12)CCCC3	-9	-0.8	6	0.7	-24	0	13	2	-6
COCCn1c(SCC(=O)Nc2ccc(F)cc2)nc2c([nH]c3ccccc32)c1=O	-3	-0.9	-8	1.2	-4	8	20	-4	-5
Cc1cc(C)c(C(=O)O)c(CC(C)(C)C(=O)O)c1	-2	-0.6	2	-1.1	4	1	10	3	10
Cc1ccc(/C=C2\Sc3ccccc3C2=O)s1	-1	-0.2	-41	0.6	0	-6	-11	2	9
O=C1O[C@@H](c2ccc(O)cc2)Cc2cccc(O)c21	-3	.	0	.	.	5	.	0	.
CN(C)S(=O)(=O)c1ccc(NC(=O)CN2CCN(C(c3ccccc3)c3ccccc3)CC2)cc1	2	-2.0	7	-1.1	1	4	-12	0	-5
CCc1c(O)nc(SCC(=O)NCc2ccco2)[nH]c1=O	-3	-1.5	-10	-1.6	-5	4	13	1	1
COC(=O)C1=C(COc2ccc(C=O)cc2OC)NC(=O)NC1c1cc(C)ccc1C (stereo unspecified)	0	-4.2	-82	-7.1	-5	3	19	0	1
Cc1nnc(N/N=C/c2cccc(OCc3ccc(Cl)c(Cl)c3)c2)n1N	-8	-7.3	-26	-3.6	-1	3	10	1	-1
CCOc1ccc(Nc2oc(-c3ccccc3Cl)nc2C#N)cc1	-6	-2.6	-17	-0.8	-3	.	18	4	-6
COc1ccc(CNC(=O)CN(Cc2ccc(Cl)cc2)S(C)(=O)=O)cc1	-1	-3.9	-1	-0.4	-13	4	6	10	4
CCOC(=O)c1c(N)sc2c(OCC)c(Br)ccc12	-4	-4.6	-8	-1.1	4	3	-15	0	-2
OC(CNc1ccccc1)Cn1ccc2ccccc21 (stereo unspecified)	4	-2.4	11	-2.6	-6	1	7	4	-1
COCCNc1nc2c(c(=O)[nH]c(=O)n2C)n1CCCc1ccccc1	-9	-1.4	22	-0.2	6	0	-3	-2	1
CCO[C@H]1OC(C(=O)N2CCOCC2)=C[C@@H](c2ccc(Br)cc2)[C@@H]1CCCO	-7	-1.8	2	-1.7	-10	-1	9	7	-3
Cc1ccsc1/C=C(\C(=O)c1ccc(OC(C)C)cc1)c1nc2ccccc2o1	-1	0.3	7	-2.4	-4	2	-4	2	0
CC(C)(C)OC(=O)C[C@H]1C/C=C\C[C@@H](CC(=O)N[C@@H](CO)Cc2ccccc2)C(=O)NCCOC1=O	-6	.	3	.	.	-1	.	4	.
Cc1cc(O)c(C(C)C)cc1C1(c2cc(C(C)C)c(O)cc2C)OC(=O)c2ccccc21	-16	-1.2	-14	0.3	5	4	-22	-2	-5
O=C(/C=C/c1c(Cl)cccc1Cl)NCCc1ccccc1	-2	-4.6	-7	-2.6	10	5	-17	4	-5
O=c1c([N+](=O)[O-])c(O)c2cccc3c2n1CCC3	-9	-1.3	12	0.1	-8	1	10	-5	2
CCC(=O)C1CCCN(C(=O)c2ccc(OC3CCN(C(=O)c4cccnc4)CC3)cc2)C1 (stereo unspecified)	-5	-2.0	14	-2.9	-6	0	3	-6	3
COc1ccc(N2CCN(C(=O)CCc3cc(OC)c(OC)c(OC)c3)CC2)cc1	-7	-2.3	1	-3.0	1	2	14	-1	-4
CCN1CCN(c2ccc(NC(=O)c3ccccc3F)cc2Cl)CC1	7	-0.9	-4	-0.3	1	3	6	2	27
CCS(=O)(=O)NCC(c1cccnc1)N1CCN(c2ccccc2F)CC1 (stereo unspecified)	-3	-1.6	6	-0.7	-5	4	20	3	-13
O=C(O)Cn1c(CC(=O)N2CCCC2)nc2ccccc21	1	-2.3	-5	-2.2	0	1	15	-2	-11
COc1ccc(CCNC(=O)C2CCCN(c3nn4c(=O)cc(C)nc4s3)C2)cc1OC (stereo unspecified)	1	-3.0	3	-0.7	-49	2	13	.	4
CN(C)c1ccc(/C=N/NC(=S)NCc2ccccc2)cc1	-1	-3.8	-23	-2.8	-5	1	-6	7	-4
CCN(CC(=O)NCCc1ccc(Cl)cc1)Cc1nc2ccccc2c(=O)[nH]1	-3	-2.3	10	-1.8	-15	-2	17	-2	-20
